# PAFAH2 FP inh: PAFAH2 (human) inhibition | AID 492956 | 0.99% of 340,000 active | inhibition, % at 3.39 µM | recombinant PAFAH2, FP-rhodamine activity probe, fluorescence polarization | Q99487;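 active = inhibition above the mean over all tested compounds plus 3 SD, cut at about 30% in these data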;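 note: inhibitors block probe labeling of enzyme so polarization drops; 0% = enzyme with DMSO and 100% = wells lacking PAFAH2 protein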
# PAFAH1B3 inh: inhibitors of human PAFAH1B3; recombinant PAFAH1B3, FP-rhodamine probe, fluorescence polarization; inhibition, % at 3.39 µM; 0.28% of 340,000 active; AID 492972;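 active = inhibition above the screen-wide average of all tested compounds plus 3 SD, cut at about 25% in these data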;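 note: 0% = enzyme with DMSO only and 100% = wells lacking PAFAH1B3 protein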
# Target sequence (Q15102 whole entry, looked up): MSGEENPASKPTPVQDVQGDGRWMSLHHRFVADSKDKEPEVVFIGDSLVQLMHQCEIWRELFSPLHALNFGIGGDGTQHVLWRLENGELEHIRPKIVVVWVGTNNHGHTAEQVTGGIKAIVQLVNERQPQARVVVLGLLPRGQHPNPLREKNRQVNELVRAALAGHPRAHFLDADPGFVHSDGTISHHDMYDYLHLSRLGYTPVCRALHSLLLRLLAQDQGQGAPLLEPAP
# PAFAH1B2 inh: blocks human PAF acetylhydrolase 1b catalytic subunit 2; recombinant PAFAH1B2, FP-rhodamine activity probe, fluorescence polarization; inhibition, % at 3.39 µM; 1.2% of 340,000 active;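 active = inhibition above the mean of all tested compounds plus 3 SD, cut at about 24% in these data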;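 note: 0% = enzyme with DMSO and 100% = wells lacking PAFAH1B2; many of its hits are not listed in these tables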
# Target sequence (P68402 whole entry, looked up): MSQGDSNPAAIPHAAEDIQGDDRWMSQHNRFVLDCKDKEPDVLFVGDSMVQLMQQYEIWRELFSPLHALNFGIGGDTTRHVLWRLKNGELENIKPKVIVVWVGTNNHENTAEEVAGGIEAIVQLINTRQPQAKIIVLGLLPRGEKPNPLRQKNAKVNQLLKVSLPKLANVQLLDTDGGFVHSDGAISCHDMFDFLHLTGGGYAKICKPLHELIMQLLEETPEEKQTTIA
# * hit, by the source's call.
PAFAH2 FP inh	PAFAH1B3 inh	PAFAH1B2 inh	compound
-1	4	11	N#CC(C#N)=C1SC(=Nc2ccccc2)C(=Nc2ccccc2)N1c1ccccc1
-7	5	-3	COc1ccc(CNc2ccncc2)c(OC)c1OC
-1	-1	0	COc1ccc(NC(=O)Nc2nnc(Cc3ccc(F)cc3)s2)cc1
9	3	2	CC1(C(=O)OCC(=O)Nc2ncc(Cl)cc2Cl)CC1(Cl)Cl (configuration not stated)
3	-1	16	Nc1ccccc1-c1ccc(Cl)cc1
-9	-17	-2	CC(C)C(=O)Nc1cccc(COc2ccc(CN(Cc3ccccc3)C(=O)OC(C)(C)C)cc2)c1
1	3	1	O=C(C1CC=CCC1)N1CCN(S(=O)(=O)c2ccc(F)cc2)CC1 (configuration not stated)
12	6	6	CCN(CC)c1ccc(C=NN2CCCCCC2)cc1
6	7	5	O=C(NC1CCCCC1)N1CCNCC1
0	-2	3	Cc1ccc(NC(=O)C(C)OC(=O)c2nc(Cl)ccc2Cl)cc1S(=O)(=O)N1CCOCC1 (configuration not stated)
6	14	2	COc1ccc(-c2noc(CN(C)Cc3ccccc3)n2)c(OC)c1OC
6	2	-6	C(#CCN1CCOCC1)CCCN1CCOCC1
2	0	3	COc1ccc(Nc2nc(OC)nc(N3CCN(c4ccc(OC)cc4)CC3)n2)cc1
8	-3	-3	CCCC(=O)n1nc(-c2cccnc2)nc1NCc1cccs1
-6	8	0	NC(=O)c1cc([N+](=O)[O-])ccc1NCCc1ccccc1
0	8	3	Nc1ccn(C2CCCO2)c(=O)n1 (configuration not stated)
4	-3	13	O=C(NNC(=O)c1cccc2ccccc12)c1ccc(Br)cc1
-6	6	2	O=C1C=CC(=O)N1c1ccccc1N1C(=O)C=CC1=O
0	11	1	CC(C)(C)c1nnc(NS(=O)(=O)c2ccc(F)cc2)s1
5	-5	-2	CN(C(=O)CSc1nnc(-c2ccco2)n1C)C1CCCCC1
-5	0	-2	COc1cc(C(C)=NNC(=O)c2ccncc2)ccc1O
5	4	-2	Cc1cccc(C(=O)Nc2cc(S(=O)(=O)N3CCOCC3)ccc2N2CCCC2)c1
7	-4	4	Cn1c(=S)c2[nH]c(SCc3cccnc3)nc2n(C)c1=O
-1	4	7	CC(=O)N1CCN(c2ccc(Oc3nc(-c4ccccc4)nc4ccccc34)cc2)CC1
-7	9	1	S=C(NCCc1ccccc1)N1CCN(C(=S)NCCc2ccccc2)CC1
-1	1	10	COc1ccc(NC(=S)N2CCN(S(=O)(=O)c3ccccc3)CC2)cc1
0	5	2	NS(=O)(=O)c1ccc(-c2ccc(/C=C3\C(=O)Nc4cc(Cl)ccc43)o2)cc1
6	-2	5	CCc1ccc(C(=O)C[n+]2cccc3cc(OC)ccc32)cc1
2	-1	2	O=[N+]([O-])c1ccc(COc2cccc(CN3CCCC3)c2)cc1
-11	-2	4	COc1ccc(C(=O)/C=C/c2ccc(-c3ccccc3)cc2)cc1CSCC(=O)O

# 4 of the entries above in order of their number in PAFAH1B3 inh, low to high.
PAFAH2 FP inh	PAFAH1B3 inh	PAFAH1B2 inh	compound
0	-2	3	Cc1ccc(NC(=O)C(C)OC(=O)c2nc(Cl)ccc2Cl)cc1S(=O)(=O)N1CCOCC1 (configuration not stated)
-6	6	2	O=C1C=CC(=O)N1c1ccccc1N1C(=O)C=CC1=O
-7	9	1	S=C(NCCc1ccccc1)N1CCN(C(=S)NCCc2ccccc2)CC1
0	11	1	CC(C)(C)c1nnc(NS(=O)(=O)c2ccc(F)cc2)s1

# Following part.
PAFAH2 FP inh	PAFAH1B3 inh	PAFAH1B2 inh	compound
5	3	6	CC[C@]12C(=O)N(C)C[C@H]([C@@H]3C(=O)N(Cc4ccccc4)C(=O)[C@@H]31)N2C(=O)c1ccc(Br)cc1
-5	9	3	COCCC(=O)N1CCC(Oc2ccc(C(=O)N3CCC[C@H]3CO)cc2)CC1
0	4	4	CCCCCCCCCCCCCCCC(=O)OCC1OC(n2ccc(N)nc2=O)C(O)C1O (configuration not stated)
1	7	5	CC(c1ccccc1)n1c(CCCO)nc2ccccc21 (configuration not stated)
-7	4	-1	COC(=O)C(C(=O)OC)C1C=CCN(C(C)=O)C1 (configuration not stated)
-1	8	-5	COCC(=O)N1CCC(Oc2ccc(C(=O)N3C[C@@H]4CCC[C@H]3C4)cc2)CC1
6	9	0	O=C(c1ccc2nc[nH]c2c1)N1CCN(c2cccc(Cl)c2)CC1
5	7	1	O=C(NC1CCCCC1)c1cc2c(cc1Cl)N1CCCCCC1=NS2(=O)=O
7	6	-1	CNC(=O)C(C)N1c2cccc3cccc(c23)S1(=O)=O (configuration not stated)
3	-1	1	CC(OC(=O)C1CCN(S(=O)(=O)c2ccc3c(c2)OCCO3)CC1)C(=O)NC1(C#N)CCCCC1 (configuration not stated)
5	3	10	O=C(C(Cl)Cl)N1CC2CCC(CC2)C1
-4	7	5	O=C(OCc1ccccc1)N1CCC2CC1c1c(Cl)cccc12 (configuration not stated)
1	-2	8	O=C(Cc1ccc(NS(=O)(=O)c2ccc(Cl)c(Cl)c2)cc1)NCCN1CCOCC1
-3	4	6	O=C(CCCC(=O)NN=Cc1ccc(Cl)cc1Cl)NN=Cc1ccc(Cl)cc1Cl
-3	5	5	CON1C(=O)CN(C(C)=O)C1c1ccc(Cl)cc1Cl (configuration not stated)
0	9	-1	O=C(c1ccccc1)N1CCN(C(=O)c2ccccc2)c2ccccc21
0	9	4	O=C1OC(c2ccccc2)Cc2cc(C(=O)N3CCN(c4ccc(F)cc4)CC3)ccc21 (configuration not stated)
-4	-2	5	CC(=O)OC1CCC2(C)C3CCC4(C)C(C(C)=O)CCC4C3CC3OC32C1 (configuration not stated)
3	3	-1	COc1ccc(N2CCN(C(=O)C3CCN(S(=O)(=O)N4CCOCC4)CC3)CC2)cc1
7	7	4	O=c1[nH][nH]c2cc([N+](=O)[O-])ccc12

# An excerpt of these results, comma-delimited:
structure,PAFAH2 FP inh,PAFAH1B3 inh,PAFAH1B2 inh
O=C(C(Cl)Cl)N1CC2CCC(CC2)C1,5,3,10
O=C(OCc1ccccc1)N1CCC2CC1c1c(Cl)cccc12 (configuration not stated),-4,7,5
O=C(Cc1ccc(NS(=O)(=O)c2ccc(Cl)c(Cl)c2)cc1)NCCN1CCOCC1,1,-2,8
O=C(CCCC(=O)NN=Cc1ccc(Cl)cc1Cl)NN=Cc1ccc(Cl)cc1Cl,-3,4,6

# More compounds
PAFAH2 FP inh	PAFAH1B3 inh	PAFAH1B2 inh	compound
5	7	1	O=C(c1coc(=O)c(Br)c1)N1CCOCC1
3	1	1	Cc1ccc2cc3c(=O)n(C)cc(C=O)c3nc2c1
4	-4	0	COc1ccc(N2CCN(C(=O)c3ccccc3NS(=O)(=O)c3ccc(C)cc3)CC2)cc1
-2	6	-3	CC(=O)N1C(C(=O)O)Cc2c([nH]c3ccccc23)C1C (configuration not stated)
4	-1	1	COc1ccc(C(=O)n2nc(-c3ccco3)nc2N)cc1OC
7	7	15	O=C(O)c1cccc(Nc2nc(-c3ccc([N+](=O)[O-])cc3)nc3ccccc23)c1
-1	6	6	COc1ccc(-c2cc3ccc(OC(C)C(=O)O)cc3oc2=O)cc1 (configuration not stated)
-2	6	2	c1ccc2nc(NN=C3CCCCC3)ccc2c1
1	6	5	O=C(O)c1ccc(Oc2nc3ccccc3s2)cc1
0	0	2	NC(=O)c1cc2cc(Br)ccc2o/c1=N/NC(=O)c1cccc(F)c1
-6	7	4	O=[N+]([O-])c1cccc(COc2cccc(CN3CCOCC3)c2)c1
8	3	-4	O=C(c1ccc(-c2ccccc2Cl)o1)N1CCC1
4	11	5	CN(C)c1ccc(C(c2ccc(N(C)C)cc2)C(O)c2ccccc2)cc1 (configuration not stated)
2	-3	0	COC(=O)CSc1nc2sc3c(c2c(=O)n1-c1ccc(OC)cc1)CCN(C)C3
6	8	5	Cc1cc(C)cc(OCC(=O)NNC(=O)c2cc3ccccc3oc2=O)c1
6	10	-2	CC(C(=O)NC1CCCC1)N1CCN(S(=O)(=O)c2ccccc2Cl)CC1 (configuration not stated)
-5	11	5	COc1ccccc1C(O)(C(=O)N(NC(C)=O)c1ccccc1)c1ccccc1OC
-2	6	5	CC1CC(C)C(=O)C(C(CC2CC(=O)NC(=O)C2)OC(=O)CC(=O)c2ccccc2)C1 (configuration not stated)
5	1	0	CCOc1ccccc1N1CCN(C(=O)c2ccc(Cl)c(S(=O)(=O)N3CCCCC3)c2)CC1
3	5	1	CN(CCc1ccccn1)c1ccccc1

# 4 entries drawn at random from those above:
PAFAH2 FP inh	PAFAH1B3 inh	PAFAH1B2 inh	compound
6	10	-2	CC(C(=O)NC1CCCC1)N1CCN(S(=O)(=O)c2ccccc2Cl)CC1 (configuration not stated)
-2	6	5	CC1CC(C)C(=O)C(C(CC2CC(=O)NC(=O)C2)OC(=O)CC(=O)c2ccccc2)C1 (configuration not stated)
5	1	0	CCOc1ccccc1N1CCN(C(=O)c2ccc(Cl)c(S(=O)(=O)N3CCCCC3)c2)CC1
8	3	-4	O=C(c1ccc(-c2ccccc2Cl)o1)N1CCC1

# (continued)
PAFAH2 FP inh	PAFAH1B3 inh	PAFAH1B2 inh	compound
13	-2	0	O=C(COc1ccccc1F)Nc1ccc(N2CCOCC2)cc1N1CCOCC1
9	0	0	CC(=O)c1sc(Nc2nc3cc4c(cc3s2)OCO4)nc1C
0	4	-3	Cc1nc(OCc2ccccc2)c2sc3nc4c(cc3c2n1)COC(C)(C)C4
-4	5	-2	COc1ccccc1NS(=O)(=O)c1ccc(NC(=O)c2nc3ncccn3n2)cc1
-7	0	0	CCOC(=O)c1ccc(NC(=O)NNC(=O)CCc2ccc(OC)cc2)cc1
2	6	4	CCCC(=O)Nc1cc(OC)c(NC(=S)Nc2ccc(CC)cc2)cc1OC
0	11	7	COc1ccc(C2(OC)Oc3cc(OC)ccc3C(=O)C2(O)OC)cc1 (configuration not stated)
7	4	0	O=C(Nc1cccnc1)c1ccc(N2CCOCC2)c([N+](=O)[O-])c1
-5	-1	1	CCOC(=O)C1=NNC(C(=O)OCC)C1C(=O)OCC (configuration not stated)
-14	-11	-2	CC(=O)O/N=C1\C(=O)N(Cc2ccc(C)cc2)c2ccccc21
-6	9	3	Cc1nc(-c2ccccc2)cn(O)c1=O
4	7	4	CCN1C[C@@H]2[C@@H]3C(=O)N(C)C(=O)[C@@H]3[C@](CC)(C(=O)OC)N2C1=NCc1ccccc1
-4	9	1	COc1ccc2oc(C(=O)N3CCN(S(=O)(=O)c4c(C)c(C)cc(C)c4C)CC3)c(C)c2c1
6	-4	6	Cc1c(O[C@@H]2O[C@H](CO)[C@@H](O)[C@H](O)[C@H]2O)ccc2c1oc(=O)c1ccccc12
4	5	4	Cn1c(N)c(N=Cc2ccccc2)c(=O)n(C)c1=O
1	2	0	COc1ccc(Cc2nc3ccc(C(=O)N(C)CCc4cnn(C)c4)cc3o2)cc1OC
6	1	1	O=C(NCc1ccc(Cl)cc1)c1cc2ccccc2oc1=O
-4	-10	5	Cc1ccc(Cn2c(C)c3cnn(CC(=O)NCCN4CCOCC4)c(=O)c3c2C)cc1
2	14	7	COc1cc(OC)c(-c2oc3ccccc3c(=O)c2O)c(OC)c1
2	-2	2	O=C(Nc1ccccc1C(=O)NC1CC1)c1ccc([N+](=O)[O-])o1

# Only PAFAH1B2 inh, for some of the entries so far:
Molecule	PAFAH1B2 inh
Cc1c(O[C@@H]2O[C@H](CO)[C@@H](O)[C@H](O)[C@H]2O)ccc2c1oc(=O)c1ccccc12	6
Cn1c(N)c(N=Cc2ccccc2)c(=O)n(C)c1=O	4

# Carrying on:
PAFAH2 FP inh	PAFAH1B3 inh	PAFAH1B2 inh	compound
-5	6	7	C#CCN1C=CC(=O)[C@@H](OC(=O)NCCC)[C@H]1c1ccccc1Br
-5	-3	-5	Cc1ccc(NC(=O)CSCC(=O)N(CCC(C)C)c2c(N)n(Cc3ccccc3)c(=O)[nH]c2=O)cc1
-4	-1	0	CCCN1CCN(C(=O)C2CCN(S(=O)(=O)c3ccc4c(c3)oc(=O)n4C)CC2)CC1
0	10	2	COC(CNS(=O)(=O)c1ccc(S(=O)(=O)NC2CC2)cc1)OC
0	0	2	NC(=O)c1ncn([C@@H]2O[C@H](CNCc3c(OCc4ccccc4F)ccc4ccccc34)[C@@H](O)[C@H]2O)n1
1	-2	9	CN1C[C@@H]2[C@@H]3C(=O)N(Cc4ccccc4)C(=O)[C@@H]3[C@](C)(C1=O)N2C(=O)c1ccc(C(C)(C)C)cc1
0	11	4	CC(C)CN1CCC(CN2CCNC(=O)C2=O)CC1
4	10	1	O=Cc1cn(CCOc2ccccc2F)c2ccccc12
-2	7	-2	Cc1[nH]nc(-c2cccnc2)c1N=NN(C)C
-2	3	3	C/C(=N/NC(=O)c1ccc(-c2ccccc2)cc1)c1cccc(O)c1
2	1	1	Cc1cccc(CNC(=O)C2CCC(=O)N(Cc3ccccc3F)C2)n1 (configuration not stated)
2	11	6	NC(N)=Nc1ccc(C=C2C=Cc3ccccc32)cc1
-6	5	0	CC1CC(C)(C)OC(c2ccc(C(C)C)cc2)O1 (configuration not stated)
9	5	2	COc1ccc(NS(=O)(=O)c2cccc(C(=O)OCC(=O)NC3CC3)c2)cc1
-4	-1	-3	CCN(C(=O)COC(=O)/C=C/c1nc2ccccc2s1)c1c(N)n(Cc2ccccc2)c(=O)[nH]c1=O
-1	0	-2	Cc1nc(CN2CCCCC2)c(O)c(=O)[nH]1
4	-3	4	CC(=O)N1/C(=C/c2ccc(N(C)C)cc2)C(=O)c2ccccc21

# A portion of the library, so the mix of outcomes need not match the whole.
